# Assay outcomes deposited in PubChem by several laboratories.
# JNK3 blocker: JNK3 (human) kinase inhibition. inhibition, % at 8 µM. purified JNK3 kinase activity, HTS. P53779. 60,000 tested, 0.61% active; in the data active = inhibition above about 17%;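 note: 0% = DMSO and 100% = reference inhibitor; many of its hits are not listed in these tables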
# DUSP1 inh: inhibitors of human MKP-1 phosphatase; P28562; recombinant MKP-1, OMFP hydrolysis fluorescence; inhibition, %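 (compounds tested at a single concentration somewhere between 10 and 100 µM)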; 65,000 tested, 0.15% active;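 active = inhibition above about 50%, limit read from the data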;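 note: 0% = DMSO max control wells and 100% = wells with enzyme stopped by NaOH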
# Target sequence (P28562 whole entry, looked up): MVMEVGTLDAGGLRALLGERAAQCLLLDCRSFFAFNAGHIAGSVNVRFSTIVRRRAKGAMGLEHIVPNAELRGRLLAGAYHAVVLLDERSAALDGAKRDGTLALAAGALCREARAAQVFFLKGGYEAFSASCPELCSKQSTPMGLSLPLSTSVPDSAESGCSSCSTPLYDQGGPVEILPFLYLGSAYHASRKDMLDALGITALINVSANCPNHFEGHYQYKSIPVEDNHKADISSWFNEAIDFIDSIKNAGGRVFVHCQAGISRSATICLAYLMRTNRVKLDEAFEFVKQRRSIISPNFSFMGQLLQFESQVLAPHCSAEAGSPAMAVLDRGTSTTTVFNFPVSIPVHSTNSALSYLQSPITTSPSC
# PKA kinase inh: PKA (human) kinase inhibition; P17612; PKA Kemptide phosphorylation, Kinase-Glo ATP luminescence; inhibition, % at 6 µM; 65,000 tested, 0.1% active;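 active = inhibition above the screen-wide mean inhibition plus 3 SD, cut at about 21% in these data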; note: many of its hits are not listed in these tables
# Autofluor 339: intrinsic fluorescence of library compounds, ex339/em460 – biochemical, MLSMR library, data from DPM-DC assay, artefact control, profiling panel; AID 709; compound autofluorescence, ex339/em460 nm, NADH buffer; stronger effect = higher value; 1 = no-compound wells, NADH background; fluorescence fold increase at 10 µM; 65,000 tested, 5.5% active;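 active = at 10 µM, mean starting fluorescence two-fold or more over control wells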;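 note: signal is the first read of a kinetic run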
# HER2 expr 66K: Her2 kinase expression inhibition; HER2 level % of control, % at 10 µM; 65,000 tested, 0.69% active; SKBR-3 HER2 protein level, AlphaScreen, 18-24 h; stronger effect = lower value; P04626; AID 645;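 active = HER2 level under 5% of the carrier-only control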;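 note: 100% = DMSO carrier and 0% = 500 nM PU-H71 HSP90 inhibitor; lower value means stronger loss of Her2 protein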
# ROCK2 inh: ROCK2 (human) kinase inhibition; purified ROCK2, Kinase-Glo ATP depletion luminescence; inhibition, % at 6 µM; AID 604; 60,000 tested, 0.35% active;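 active = inhibition above the screen-wide mean inhibition plus 3 SD, cut at about 18% in these data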;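 note: plate controls were DMSO wells for no effect and Y-27632 control wells after no-enzyme background subtraction for full effect; many of its hits are not listed in these tables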
# Hsp90 block: displaces geldanamycin probe from tumor Hsp90. P07900. NCI-N417 lysate Hsp90, Cy3B-geldanamycin FP displacement. inhibition, % at 30 µM. 64,000 tested, 0.35% active. AID 429;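 active = inhibition above 50%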;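 note: 0% = tracer plus lysate wells and 100% = tracer alone without lysate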
# A340 absorber: absorbance at 340 nm; fold change at 10 µM; compound absorbance at 340 nm, fold over control; 65,000 tested, under 10 active;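 active = at 10 µM dose, initial 340 nm absorbance at least 2 fold that of control wells; inactive = change under 2 fold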;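 note: initial absorbance extrapolated from kinetic A340 decline of NADH oxidation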
# Cdc25B inh: human M-phase inducer phosphatase 2 inhibition; recombinant Cdc25B, OMFP fluorescence Ex485/Em525; inhibition, %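 (compounds tested at 10 µM final in the well)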; AID 368; 65,000 tested, 0.1% active; in the data active = inhibition above about 50%
# Target sequence (P30305 whole entry, looked up): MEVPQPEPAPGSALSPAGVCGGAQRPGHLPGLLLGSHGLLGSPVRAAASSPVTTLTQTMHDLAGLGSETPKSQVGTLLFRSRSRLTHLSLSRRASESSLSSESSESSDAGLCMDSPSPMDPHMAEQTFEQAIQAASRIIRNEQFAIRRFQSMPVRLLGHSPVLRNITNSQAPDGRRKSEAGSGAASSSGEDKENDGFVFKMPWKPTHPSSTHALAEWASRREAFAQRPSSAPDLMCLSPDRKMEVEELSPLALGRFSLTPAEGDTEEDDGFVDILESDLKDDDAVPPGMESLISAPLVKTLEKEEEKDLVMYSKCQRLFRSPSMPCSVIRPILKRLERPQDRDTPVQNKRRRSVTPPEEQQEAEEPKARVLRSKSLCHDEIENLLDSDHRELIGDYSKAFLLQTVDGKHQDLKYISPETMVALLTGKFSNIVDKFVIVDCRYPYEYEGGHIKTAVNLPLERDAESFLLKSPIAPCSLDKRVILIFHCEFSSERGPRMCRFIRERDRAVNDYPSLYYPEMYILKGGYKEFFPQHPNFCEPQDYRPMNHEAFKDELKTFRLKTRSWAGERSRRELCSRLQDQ
# Starred values were filed as active, the others as inactive; · = no result given.
SMILES,JNK3 blocker,DUSP1 inh,PKA kinase inh,Autofluor 339,HER2 expr 66K,ROCK2 inh,Hsp90 block,A340 absorber,Cdc25B inh
COCCCNCC(=O)Nc1ccc(OC(F)(F)F)cc1,·,14,-1,0.98,95,·,0,0.99,-8
COc1ccc(N2CCN(C(=O)C(Cc3ccccc3)n3cccc3)CC2)cc1 (stereo not drawn),-2,-10,3,1.1,70,5,-5,1.1,-10
COc1ccc(-c2nnc(SCC(=O)N3CCC(Cc4ccccc4)CC3)o2)cc1OC,7,18,-3,1.1,97,4,1,1,6
CN(C)CCCNC(=O)c1ccc(-c2ccccc2)cc1,-5,-11,5,1.1,144,-5,-4,1,-8
CC(=O)Nc1ccc(-c2nnc(SCC(=O)n3c4c(c5ccccc53)CCCC4)n2C)cc1,-1,17,-2,1.1,76,-4,-22,1,-10
CCc1ccccc1-n1c(SCC(=O)NC)nnc1-c1cccnc1,-2,-8,14,0.84,72,5,-1,1,-10
CC(=O)c1c(C)nn(CCC(=O)O)c1C,0,13,5,1.4,118,1,1,0.99,0
O=C(Cc1ccccc1)NCCCN1CCN(CCCNC(=O)Cc2ccccc2)CC1,1,-3,5,1.1,90,2,-2,1,-5
COc1ccc(C2CC(c3cccs3)n3nc(N)nc3N2)cc1 (stereo not drawn),5,-5,-5,2*,88,0,-1,0.98,-7
Cn1c(=O)oc2cc(S(=O)(=O)N3CCCC(C(=O)N4CCn5c4nc4ccccc45)C3)ccc21 (stereo not drawn),-3,30,8,1.1,97,6,-4,1,-6
COCC(=O)n1nc(NCc2ccc(OC)cc2)nc1NCc1ccc(OC)cc1,-2,-1,7,1,76,10,-2,1,-6
Cc1cc(C)c2cc(C(O)c3nnnn3Cc3ccccc3)c(=O)[nH]c2c1 (stereo not drawn),9,-23,8,1.9,102,3,-3,1,1
CCN1CCN(C(=O)N[C@@H](C(=O)N[C@@H]2C(=O)N3[C@@H]2SC(C)(C)[C@@H]3C(=O)O)c2ccccc2)C(=O)C1=O,0,2,-14,1,92,-9,-2,0.97,-22
CCOC(=O)N1CCN(C(=O)c2ccc(Cn3c(=S)[nH]c4cc5c(cc4c3=O)OCO5)cc2)CC1,·,30,8,1,71,·,-3,1.1,-15
NC(=O)c1ccc(N2CCCCC2)c(N2C(=O)C3C4C=CC(C4)C3C2=O)c1 (stereo not drawn),-5,17,-11,1.1,48,-5,-1,1,-5

# Autofluor 339, entries above that show a hit.
smiles	JNK3 blocker	DUSP1 inh	PKA kinase inh	Autofluor 339	HER2 expr 66K	ROCK2 inh	A340 absorber	Cdc25B inh
COc1ccc(C2CC(c3cccs3)n3nc(N)nc3N2)cc1 (stereo not drawn)	5	-5	-5	2*	88	0	0.98	-7

# Next part:
SMILES,JNK3 blocker,DUSP1 inh,PKA kinase inh,Autofluor 339,HER2 expr 66K,ROCK2 inh,Hsp90 block,A340 absorber,Cdc25B inh
CC1CCN(CCCNC(=O)c2cc3sccc3n2C)CC1,6,-4,13,1.1,89,7,1,0.93,-16
CS(=O)(=O)N(CC(=O)N1CCCCCC1)c1ccccc1,6,-4,7,1,108,2,0,1,4
COc1cc2c(cc1OC)CN(Cc1nc3ccsc3c(=O)[nH]1)CC2,-2,6,7,1.2,105,3,-6,1,4
Cc1cccc(NCc2ccccc2O)c1,-2,-1,0,1,116,1,1,0.98,4
CC(=O)Nc1c(C(=O)O)oc2ccc(Cl)cc12,1,18,8,1.1,85,6,-4,1,-1
COc1ccc2c(=O)cc(C(F)(F)C(F)(F)F)oc2c1,2,7,9,1.1,94,6,0,1,6
COc1ccc(C(C(C(=O)c2cccs2)N2CCOCC2)N2CCOCC2)cc1OC (stereo not drawn),-7,1,-1,1.1,88,-3,-3,1,-4
Cc1cnc(NC(=O)CN(C)S(=O)(=O)c2ccc(Cl)cc2)s1,0,10,6,1.1,95,5,-2,1,-7
O=C(COC(=O)c1ccc(S(=O)(=O)N2CCOCC2)cc1)NC1CCCCCC1,·,8,2,1.1,108,·,·,0.96,-13
O=C(CSc1ccccn1)N1CCN(C(=O)CSc2ccccn2)CC1,-8,-2,-3,1.1,81,-4,5,1,3
COC(=O)CNC(=O)Cc1c(F)cccc1Cl,-3,12,9,1.1,108,8,-5,1,3
O=C(c1cccs1)N1CCN=C1SCc1cccnc1,1,2,4,1.1,96,0,-1,1,5
Cc1noc(/C=C/NCc2cccnc2)c1S(=O)(=O)N(C)CC(=O)N1CCc2ccccc21,-1,5,-9,0.95,78,-3,0,1.2,-4
O=C(O)C1C2C=CC(O2)C1C(=O)Nc1ccccc1C(F)(F)F (stereo not drawn),·,21,3,1.1,117,·,0,1,1
C=CCN=C(NC#N)SCC(=O)c1cccc(OC)c1,0,26,5,1.1,42,17,0,1,0

# Four compounds from above, limited to DUSP1 inh, ROCK2 inh and HER2 expr 66K.
Structure | DUSP1 inh | ROCK2 inh | HER2 expr 66K
O=C(c1cccs1)N1CCN=C1SCc1cccnc1 | 2 | 0 | 96
Cc1noc(/C=C/NCc2cccnc2)c1S(=O)(=O)N(C)CC(=O)N1CCc2ccccc21 | 5 | -3 | 78
O=C(O)C1C2C=CC(O2)C1C(=O)Nc1ccccc1C(F)(F)F (stereo not drawn) | 21 | · | 117
C=CCN=C(NC#N)SCC(=O)c1cccc(OC)c1 | 26 | 17 | 42

# (further entries)
SMILES,JNK3 blocker,DUSP1 inh,PKA kinase inh,Autofluor 339,HER2 expr 66K,ROCK2 inh,Hsp90 block,A340 absorber,Cdc25B inh
C=CCSc1nnc(-c2ccccc2NC(=O)CC)c(=O)[nH]1,-5,5,10,1.1,106,5,-1,1.1,-11
CC(O)CNc1nc2c(c(=O)n(C)c(=O)n2C)n1CCc1ccccc1 (stereo not drawn),9,-16,3,1.1,118,4,0,1,-25
CCN(CC)c1ccc(C2CC(=O)NC3=C2C(=O)CC(C)(C)C3)cc1 (stereo not drawn),3,-14,-2,1.1,102,2,-1,1,-6
CCOC(=O)N1CCC(C(N)=O)CC1,-4,15,-4,1,85,-2,-1,1,11
CCc1ccc(-c2nc(CN3CCC(C(=O)N4CCN(c5ccccn5)CC4)CC3)c(C)o2)cc1,-2,40,3,1.3,102,-5,-3,1.1,-31
Cc1csc(NC(=O)C(CC(C)C)NS(=O)(=O)c2ccc3c(c2)oc(=O)n3C)n1 (stereo not drawn),2,11,-3,0.99,103,3,-4,1,4
CC(=O)Nc1ccc(S(=O)(=O)NC(CC(=O)NCCCN2CCOCC2)C(C)C)cc1 (stereo not drawn),-4,3,5,1.1,89,5,-3,1.1,1
O=C1NC(c2ccccc2)(C(F)(F)F)SC2=NCCCN12 (stereo not drawn),·,-3,9,0.95,104,·,0,1,-19
O=C(O)C1CCCCC1C(=O)Nc1nc(-c2cccs2)cs1 (stereo not drawn),-1,-1,3,1.1,63,2,-11,1.1,-1
CCCCn1c2nc3ccccc3nc2c2c(=O)n(C(C)CC)cnc21 (stereo not drawn),-2,26,0,2.1*,82,3,-4,1.1,-6
O=C(Cn1cnc2ccccc2c1=O)NCc1ccco1,-2,4,10,1.1,82,4,-3,1.1,2
CCOc1ccc(-c2cc(CCCC(=O)Nc3cc(OC)ccc3OC)no2)cc1,·,3,6,1.1,115,·,-5,0.96,-21
Cc1cc(NC(=O)COC(=O)C2COc3ccccc3O2)no1 (stereo not drawn),-6,-11,-6,1,104,-3,0,0.98,-9
COc1ccc(Cc2nnc(NC(=O)c3cccs3)s2)cc1,1,3,0,0.88,90,2,0,1.1,4
CCN1CCCC1CNC(=O)C1CCCN(S(=O)(=O)c2cccc3nsnc23)C1 (stereo not drawn),4,2,7,1.1,112,0,-8,1,7

# One compound at a time (already shown). Order of values: JNK3 blocker, DUSP1 inh, PKA kinase inh, Autofluor 339, HER2 expr 66K, ROCK2 inh, Hsp90 block, A340 absorber, Cdc25B inh
# `CC(O)CNc1nc2c(c(=O)n(C)c(=O)n2C)n1CCc1ccccc1` (stereo not drawn) across the screens: 9, -16, 3, 1.1, 118, 4, 0, 1, -25
# `CCOc1ccc(-c2cc(CCCC(=O)Nc3cc(OC)ccc3OC)no2)cc1` across the screens: ·, 3, 6, 1.1, 115, ·, -5, 0.96, -21
# `COc1ccc(Cc2nnc(NC(=O)c3cccs3)s2)cc1` across the screens: 1, 3, 0, 0.88, 90, 2, 0, 1.1, 4
# `Cc1cc(NC(=O)COC(=O)C2COc3ccccc3O2)no1` (stereo not drawn) across the screens: -6, -11, -6, 1, 104, -3, 0, 0.98, -9
# `Cc1csc(NC(=O)C(CC(C)C)NS(=O)(=O)c2ccc3c(c2)oc(=O)n3C)n1` (stereo not drawn) across the screens: 2, 11, -3, 0.99, 103, 3, -4, 1, 4

# Looked up above.
# C=CCN=C(NC#N)SCC(=O)c1cccc(OC)c1 in Cdc25B inh = 0
# CCN1CCCC1CNC(=O)C1CCCN(S(=O)(=O)c2cccc3nsnc23)C1 (stereo not drawn) in DUSP1 inh = 2

# Next entries
SMILES,JNK3 blocker,DUSP1 inh,PKA kinase inh,Autofluor 339,HER2 expr 66K,ROCK2 inh,Hsp90 block,A340 absorber,Cdc25B inh
CCCn1nnnc1SCC(=O)Nc1nnc(CC)s1,0,-11,10,1.1,76,3,0,1,-6
CCOCCCNC(=O)CN1C(=O)CSc2cc(S(=O)(=O)N3CCCCCC3)ccc21,6,23,8,1.1,128,2,-1,1,-2
Clc1cccc(Cl)c1COc1ccccn1,-6,-10,9,1.1,121,-2,-5,1,-3
CC(=O)c1ccc(NS(=O)(=O)c2ccccc2)cc1,-4,0,-1,1.1,103,6,-1,1.1,3
COc1cc2c(cc1NC(=O)CN1CCN(S(=O)(=O)c3ccc(F)cc3)CC1)oc1ccccc12,2,11,2,2.7*,79,4,-4,1.1,-4
CC(C)NS(=O)(=O)c1cc(C(=O)O)ccc1Cl,-1,30,7,1.1,116,9,-5,1.1,-4
Cn1c(=O)c2c(nc(SCC(=O)OCc3ccccc3)n2C)n(C)c1=O,1,4,-9,1.1,92,2,-4,0.98,-8
CSc1ccc(S(=O)(=O)NCCOc2ccccc2C)cc1,2,13,10,1.1,88,6,-4,1.1,-5
CC1(C)CC(n2c(=S)[nH]c3ccccc3c2=O)CCO1 (stereo not drawn),3,14,5,1.1,92,3,-5,0.99,-3
CCCCN(CCCNC(=O)C1CCN(S(=O)(=O)CC)CC1)c1ccccc1,-2,15,3,1,85,-2,0,0.99,-10
O=C(Cn1cnnn1)Nc1ccccc1Cc1ccccc1,0,1,5,1.1,89,4,-1,1,-1
CSc1nc(C)c2cc(C)oc2n1,-3,-2,0,1.1,78,4,1,1,4
O=c1[nH]c(CN2CCN(c3ccccc3)CC2)nc2ccccc12,-2,21,4,1.2,100,8,-4,1,4
CC(NC(=O)Cc1ccc(F)cc1)C(c1cccs1)N1CCN(C)CC1 (stereo not drawn),-2,3,-2,1,88,-6,-2,1,-8
CC(=NCc1ccco1)c1c(C)[nH]n(-c2nc3ccccc3s2)c1=O,20*,-9,0,1.2,95,-20,-2,1.1,-5
CCOc1ccccc1NC(=O)CCSc1nc2n[nH]c(C)c2c(=N)n1-c1ccccc1Cl,·,32,8,1.3,18,·,5,1,-5
Cc1ccc(N2C(=O)c3ccc(C(=O)NCCN4CCOCC4)cc3C2=O)cc1,-3,-7,-2,1,98,0,-2,0.98,0
Cc1ccc(C(=O)Nc2nc3ccccc3s2)s1,-4,4,4,1.4,55,-1,·,1.1,-7
COc1ccc(OC)c(NC(=O)c2c(NC(=O)c3ccco3)sc3c2CCC3)c1,-2,4,9,2.1*,87,5,-3,1.1,-8
COc1ccc(-n2c(Cc3cccn3C)nnc2SCC(=O)Nc2cccc(OC)c2)cc1,-9,1,-4,1,96,-4,-5,0.99,-5
C=C(C)Cn1c(CCCNC(=O)CC)nc2ccccc21,·,·,-9,1.1,91,·,·,1.1,·
C=CCNC(=O)CCCOc1cc(C)ccc1C,0,-3,7,1.1,77,-2,0,1,-3

# Only part of the results is shown. The share of hits here may be higher or lower than overall.
